Assay outcomes from PubChem BioAssay.
RT RNaseH block: HIV-1 RT RNase H inhibitors, primary screen, biochemical, fluorescence | Gag-Pol polyprotein (Human immunodeficiency virus type 1 group M subtype B (isolate … | RT-RNase H RNA/DNA duplex cleavage | inhibition, % at 10 µM | AID 565, 2006 | hit rate 1.9% among 65,000; in the data active = inhibition above about 50%
RmlC RmlD mix: RmlC and RmlD coupled enzyme inhibitors, primary screen, biochemical, 384-well, compound mixtures, retest; inhibition, % at 5.5 µM; hit rate 0.39% among 110,000; AID 1532, 2009; RmlC/RmlD coupled enzyme inhibition, 384-well mixture HTS; in the data active = inhibition above about 30%, passing the limit was not always enough; inconclusive = no clear call, values can overlap the other calls; note: strong numbers were not always called active
* = called active by the depositor; ? = inconclusive; . = no result given.

The line under a structure holds: RT RNaseH block, RmlC RmlD mix
- Cn1c(=O)c2c(nc(CN3CCN(Cc4ccccc4)CC3)n2Cc2ccc(F)cc2)n(C)c1=O
  -3.3, -11.1
- OC(CNCC(c1ccco1)N1CCCCC1)c1ccccc1 (centres undefined)
  -5.4, 10.8
- COc1ccccc1OCC(=O)Nc1ccc(Cl)cc1C(=O)c1ccccc1
  ., -6.6
- O=C(c1ccco1)N1CCN(c2ccccc2F)CC1
  ., 0.0
- Cc1ccccc1C(=O)Nc1sc(C)c(C)c1C(=O)c1ccccc1
  ., 9.2
- CCc1ccccc1NC(=O)c1ccc(CN2CCC(Cc3ccccc3)CC2)cc1
  ., 4.1
- COc1cc(O)c(CC=C(C)C)c(O)c1C(=O)CCc1ccc(O)cc1
  ., -8.8
- Cc1nn(CCC#N)c2c1P(=S)(N1CCCC1)OC(c1ccc(F)cc1)=N2 (centres undefined)
  91.4*, -1.3
- Cc1ccc[n+](-c2nc3ccccc3nc2C(=C=[N-])C#N)c1
  ., 3.1
- N#CC(C(=O)Nc1ccc(Cl)cc1)=C1Nc2ccccc2N1
  6.5, -0.4
- COc1ccc(-n2c(C)cc(C=O)c2C)cc1Cl
  ., -29.9
- Cc1ccc(OCC(=O)N(C)CCc2ccccn2)cc1
  -2.3, 2.3
- c1ccn(-c2ncnc3sc4c(c23)CCCC4)c1
  -13.1, 15.8
- Cc1noc(C)c1C(=O)OCC(=O)c1c(N)n(CC(C)C)c(=O)n(C)c1=O
  1.7, 4.1
- O=C(Nc1ccon1)c1ccc(S(=O)(=O)N2CCCCCC2)cc1
  -4.0, 39.7

(list continues)
The line under a structure holds: RT RNaseH block, RmlC RmlD mix
- Oc1ccc(-c2nnc(SCC3CCCCC3)o2)cc1
  -3.3, 3.2
- O=C(O)c1ccc(NS(=O)(=O)c2ccc3c(c2)OCCO3)cc1
  0.0, 1.7
- Cc1ccc(-n2nnc3c(=O)n(CC(=O)OCc4ccccc4)cnc32)cc1
  -0.4, 3.2
- O=C1c2ccccc2C(=O)N1OCc1ccc(Cl)cc1
  ., -16.3
- COC(=O)c1ccc(C23CC4(C2)[C@H](CN(Cc2cccnc2)[C@@H]4c2ccccc2)C3c2ccc(Cl)nc2)cc1 (some centres undefined)
  ., 1.2
- CC(C)CCN1C(=O)c2ccc(C(=O)NCC3CCCO3)cc2C1=O (centres undefined)
  3.6, -23.1
- O=C(O)c1cc(C2CC2)nc2ccccc12
  ., 14.0
- COC(=O)C(O)(NC(=O)NC(C)=O)C(F)(F)F (centres undefined)
  -2.8, 8.6
- CN1CCN(C(=O)c2cc3nc(-c4ccccc4)cc(-c4ccccc4)n3n2)CC1
  ., -6.7
- CCC(Oc1ccccc1)C(=O)N1CCC(C(N)=O)CC1 (centres undefined)
  -8.4, 38.7
- COc1ccc(C)cc1NC(=O)c1nnn(Cc2cccc(F)c2)c1N
  -34.1, -6.7
- Cc1ccc(Nc2nc(N)nc(CSCCO)n2)cc1
  ., -6.2
- C#CCNC(=O)C1=C[C@@H](c2ccc(C(F)(F)F)cc2)C[C@@H](OCc2ccc(CO)cc2)O1
  ., -14.0
- O=C(NCC(=O)N(CC1CCCO1)C1(C(=O)NC2CCCC2)CCCCC1)c1ccccc1 (centres undefined)
  ., 6.9
- CCC(=O)c1cc2c(C)cc(=O)oc2c(C)c1OC
  ., -3.6

(list continues)
The line under a structure holds: RT RNaseH block, RmlC RmlD mix
- Cc1ccc(CSC2=Nc3ccccc3C3=NC(CC(=O)NCc4ccco4)C(=O)N23)cc1 (centres undefined)
  17.8, 3.1
- CCc1ccccc1N(CC(=O)Nc1cccc(N(C)S(C)(=O)=O)c1)S(C)(=O)=O
  -3.4, 1.5
- CCc1nnc(N2CCN(c3ncnc4c3oc3ccccc34)CC2)s1
  -36.1, 10.5
- COc1cc(OC)cc(-c2cc3nc4c(c(N5CCN(c6cnccn6)CC5)n3n2)CCCC4)c1
  -3.3, .
- COCC(=O)Nc1cccc(Br)c1
  -4.5, -1.4
- C=C1CCN([C@@H](C)C(=O)OCc2cccc(C)c2)S(=O)(=O)c2ccccc21
  ., -11.8
- CC(C(=O)Nc1ccccc1-c1ccccc1)N1CCN(C(=O)c2ccco2)CC1 (centres undefined)
  -10.0, .
- Cc1cc(O)c2c(c1)C(=O)c1cc(O)cc(O)c1C2=O
  ., 2.9
- CCOC(=O)c1c(N)n(CCCOC(=O)c2ccco2)c2nc3ccccc3nc12
  -1.6, 33.5*
- COCCCNC(=O)c1c(N)n(/N=C/c2cccs2)c2nc3ccccc3nc12
  -26.7, -63.3
- O=C(CN1C(=O)C2C3C=CC(C3)C2C1=O)NCc1ccc2c(c1)OCO2 (centres undefined)
  -6.0, 9.5
- COc1ccc(-c2cc(C(F)(F)F)nc(SCCC(=O)NCc3ccccc3)n2)cc1
  ., 9.1
- CC1(C)CC(=O)C2=C(C1)NC(=O)CC2c1ccc(F)cc1 (centres undefined)
  2.9, -16.3
- CN(C)c1ccc(/C=C/C(O)=C2/C(=O)N(C)C3(C)CC2c2ccccc2O3)cc1 (centres undefined)
  24.0, 22.4
- CCOC(=O)c1ccc(Nc2cc(C)nc(C)c2C(=O)OCC)cc1
  ., 8.9

Additional entries follow:
The line under a structure holds: RT RNaseH block, RmlC RmlD mix
- N#CC1=C2C=Cc3ccccc3N2CCCC1=O
  -42.1, -11.7
- Oc1ccc(-c2nc3ncccn3c2Nc2ccc3c(c2)OCO3)cc1
  5.2, -5.5
- Clc1ccc(-c2nc3ccccc3n2OCc2ccccc2)cc1
  ., -16.9
- CCc1ccc(C(=O)N2CCN(c3ccc(F)cc3)CC2)s1
  -12.7, -8.5
- CC(=O)c1cnc2cc(C)nn2c1C
  ., -6.7
- CC(C)CC(c1nnnn1CCc1ccccc1)N1CCC(C(N)=O)CC1 (centres undefined)
  ., 4.0
- O=S(=O)(Nc1ccc2c(c1)OCCO2)c1ccc2oc3ccccc3c2c1
  -25.0, -11.7
- COc1ccc(S(=O)(=O)N2CCC(C(N)=O)CC2)c2ccccc12
  -41.7, -11.3
- O=C(NCCN1CCCCC1)c1c(O)c2ccccc2[nH]c1=O
  -4.9, 10.2
- CCOCCCn1c(SCC(=O)Nc2ccc(C(N)=O)cc2)nc2ccccc2c1=O
  -20.4, 19.8
- COc1c(Cl)cc(Cl)cc1CNCCNCC(C)O (centres undefined)
  ., 1.4
- CCN(CC)c1ccc(C2C(C(=O)OCCOC)=C(C)NC3=C2C(=O)CCC3)cc1 (centres undefined)
  24.3, -16.2
- C=CCNC(=O)c1onc(CSc2ccc(F)cc2)c1C(=O)NCCOC
  ., -6.1
- O=C(Cn1c(=O)n(Cc2ccco2)c(=O)c2ccccc21)Nc1cccc(Cl)c1
  2.3, -11.4
- CCOc1ccc(N2CC(C(=O)NCCC3=CCCCC3)CC2=O)cc1 (centres undefined)
  -8.8, -12.0

Whole records from above.
O=C(Cn1c(=O)n(Cc2ccco2)c(=O)c2ccccc21)Nc1cccc(Cl)c1 is listed as RT RNaseH block: 2.3; RmlC RmlD mix: -11.4
Clc1ccc(-c2nc3ccccc3n2OCc2ccccc2)cc1 is listed as RT RNaseH block: .; RmlC RmlD mix: -16.9
O=S(=O)(Nc1ccc2c(c1)OCCO2)c1ccc2oc3ccccc3c2c1 is listed as RT RNaseH block: -25.0; RmlC RmlD mix: -11.7

Returning to the listing, repeating the 2 entries before the break.
The line under a structure holds: RT RNaseH block, RmlC RmlD mix
- O=C(Cn1c(=O)n(Cc2ccco2)c(=O)c2ccccc21)Nc1cccc(Cl)c1
  2.3, -11.4
- CCOc1ccc(N2CC(C(=O)NCCC3=CCCCC3)CC2=O)cc1 (centres undefined)
  -8.8, -12.0
- O=C(CCn1nc(-c2ccc(Cl)cc2)ccc1=O)NCCCN1CCCCCC1
  0.8, 5.4
- O=C1CCC(=O)c2oc3ccccc3c2N1
  -5.5, -8.3
- Cc1ccc(C)n1CCN1CCN(C(=O)CSc2nc3ccccc3nc2N2CCOCC2)CC1
  -12.3, -10.4
- O=C(CC1NCCNC1=O)OCCCc1ccccc1 (centres undefined)
  -1.6, -9.6
- CC1=C(C(=O)Nc2ccccc2)C(c2ccncc2)C(C#N)=C(SCC(=O)NC2CC2)N1 (centres undefined)
  7.8, 10.9
- CN(C)C(=O)CSc1nc(SCC(=O)N(C)C)n(-c2ccccc2)n1
  -10.0, 10.6
- COc1cc(CCC(=O)OCC(=O)Nc2nc(C)c(Cl)cc2Cl)cc(OC)c1OC
  ., -4.6
- CCOC(=O)c1cnc2c(C#N)c(C)nn2c1-c1ccccc1
  -51.8, 7.8
- O=C(Cn1ncc2c(=O)oc3ccccc3c21)NCCCN1CCCC1=O
  -30.9, -9.3
- Cc1ccc2c(c1)[nH]c1c(N3CCN(Cc4ccccc4)CC3)ncnc12
  -2.6, -8.2
- O=c1c2ccccc2nc(-c2ccccc2)n1Cc1ccco1
  -5.1, -12.3
- O=S(=O)(c1ccccc1F)N(Cc1ccco1)Cc1nnc(-c2ccccc2Br)o1
  1.1, -9.8
- COc1ccc(CNC(=O)Oc2ccccc2)cc1Cl
  ., -5.2
- CC(C)CN(CC(C)C)c1ccc(C=C2C(=O)NC(=S)NC2=O)cc1[N+](=O)[O-]
  ., 7.6
- CC(C)CCN(C(=O)CNC(=O)c1ccco1)C(C(=O)NC1CCCCC1)c1ccco1 (centres undefined)
  6.2, -12.6

Continuation.
The line under a structure holds: RT RNaseH block, RmlC RmlD mix
- COc1ccccc1-c1nnc(SCC(=O)N2CCC(C)CC2)o1
  -6.5, 31.4
- O=C(N1CCOCC1)C1(c2ccc(Cl)cc2)CCCC1
  ., -5.8
- O=C1C2ON(c3ccccc3)C(c3cccnc3)C2C(=O)N1Cc1ccccc1 (centres undefined)
  -2.7, 2.3
- O=C(Nc1ccc(F)cc1)OCCN1CCN(Cc2ccccc2)CCC1=O
  ., 4.0
- CCOC(=O)N1CCN(C(=O)CCCN2C(=O)CSc3nc(C)cc(C)c32)CC1
  5.7, -9.3
- COc1ccc(OC)c(NC(=O)CSc2nnc(CNc3ccc(C)cc3C)o2)c1
  -12.7, 6.5
- Cc1ccc(-c2nc3ccccc3n3nnnc23)cc1
  24.5, -90.0
- CCCCN(C)C(=O)C1CCN(CCCc2ccccc2)CC1
  -7.2, .
- CC(C)c1ccc(O)c(NC(=O)c2cccnc2)c1
  ., 10.1
- Cc1ccc(C)c(NC(=O)CSc2nnc(Cc3cccn3C)n2-c2ccc(F)cc2)c1
  -14.1, -11.5
- CN(C)c1ccc(NC(=O)COC(=O)CCC(=O)c2ccc(F)cc2)cc1
  ., 5.5
- CCOC(=O)C1=C(c2ccccc2)NC(SCC(=O)Nc2ccccc2C)=C(C#N)C1c1ccco1 (centres undefined)
  29.4, -5.4
- C=CCNC(=O)C(=O)c1c(-c2ccccc2)[nH]c2ccccc12
  ., 11.3
- O=C(N/N=C/c1cc(Br)ccc1O)C(=O)Nc1ccccc1OC(F)(F)C(F)F
  ., ?
- CSc1cccc(NC(=O)CN2C(=O)c3ccccc3S2(=O)=O)c1
  -12.1, -7.4

Later entries.
The line under a structure holds: RT RNaseH block, RmlC RmlD mix
- CCOC1(OCC)C(c2ccc(N)cc2)C(C#N)(C#N)C1(OCC)OCC (centres undefined)
  ., -6.5
- Cc1occc1-c1nnc(SCC(=O)N2CCN(c3ccc(F)cc3)CC2)n1C
  0.5, -13.3
- O=C(CN1C(=O)c2cccc3cccc1c23)N1CCN(c2cccc(Cl)c2)CC1
  6.0, 0.1
- CCCCNC(=O)Nc1ccccc1C(=O)Nc1ccc(OC)cc1
  ., 31.7
- Cn1c(Cn2c(=O)sc3ccccc32)nnc1SCC(=O)NCC1CCCO1 (centres undefined)
  -0.7, -8.4
- COC(=O)c1ccc(C(=O)OC)c(NC(=O)COC(=O)C2CCCCC2)c1
  ., 10.4
- CCOP(=O)(c1ccc(N(C)C)cc1)C(O)c1ccc(Cl)cc1 (centres undefined)
  -10.5, 5.8
- O=C(CN1CCN(C(=O)c2ccco2)CC1)Nc1ccc(Cl)c(C(F)(F)F)c1
  -3.6, -7.5
- Clc1ccc2oc(-c3cccnc3)nc2c1
  ., 5.0
- COc1ccc(NC(=O)N(Cc2cc3cc(OC)ccc3[nH]c2=O)CC2CCCO2)cc1 (centres undefined)
  -3.1, 12.5
- CC(=O)Nc1ccc(S(=O)(=O)Nc2ccc(S(=O)(=O)N3CCCC3)cc2)cc1
  ., 12.3
- COc1cc(C2c3c(-c4cc(C)cc(C)c4O)n[nH]c3C(=O)N2CCCO)cc(OC)c1OC (centres undefined)
  7.1, -12.7
- NCCCCCc1nnc(SC/C=C/c2ccccc2)o1
  -5.5, 0.8
- Cc1ccc(Cl)cc1N(CC(=O)N1CCCCCC1)S(C)(=O)=O
  -9.2, 7.0
- O=C(Nc1ccc(Cl)cc1)N1CCN(c2ccc3nnc(-c4ccc(F)cc4)n3n2)CC1
  7.0, 7.0

(listing goes on)
The line under a structure holds: RT RNaseH block, RmlC RmlD mix
- Nn1c(SCC(=O)Nc2ccc3c(c2)OCO3)nnc1-c1ccc(Cl)cc1
  ., 6.3
- COc1ccccc1NC(=O)CSc1nnc(Cc2cc(=O)[nH]c(=O)[nH]2)n1-c1ccccc1
  -5.9, 110.6
- CCOc1ccc(Cc2nnc(SCC(N)=O)n2C)cc1
  ., -52.8
- CN1[C@@H]2CC[C@H]1CC(OC(=O)c1c[nH]c3ccccc13)C2 (some centres undefined)
  ., -9.2
- Cc1ccc(S(=O)(=O)NC(CC(=O)N2CCC3(CC2)OCCO3)c2ccco2)cc1 (centres undefined)
  -1.3, 0.1
- O=C1NC2(CCCc3ccccc32)C(=O)N1CCOc1ccc(Br)cc1 (centres undefined)
  ., 7.7
- COc1ccc(CCC(=O)O)c(O)c1
  ., 5.0
- Cc1nc2ccccc2n1CC(=O)OCC(=O)NCCc1ccccc1
  ., -25.8

Only part of the results is shown; rates above refer to the full screens.
